Bioassay records (PubChem BioAssay)
Eya2 phos inh: blocks the phosphatase activity of human Eya2; AID 488837; hit rate 0.006% among 330,000; Potency, µM (series often up to 76.9 µM), for inactives: top-dose activity, negative = inhibition, hits mostly inhibitors; recombinant Eya2, OMFP fluorescence dephosphorylation (OMFP is methylfluorescein phosphate); also: potency is read from the fitted curve at half-maximal effect; % is scaled to controls: 0 for no effect and ±100 for the full control effect
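Eya2 protein (added as 0.2 uM solution) was preincubated with compound for 10 min at ambient temperature in 50 mM HEPES pH 7.5, 50 mM NaCl, 5 uM MgCl2, 0.05% BSA, 1 mM DTT. OMFP (added at 50 uM) then reacted 10 min; fluorescence read at 485/525 nm.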
Tb PFK block: blocks T. brucei phosphofructokinase; O15648; T. brucei PFK, ADP-Glo luminescence; Potency, µM (doses to about 57.5 µM), without a hit: at the highest dose activity, negative = inhibition, hits mostly inhibitors; hit rate 0.17% among 330,000;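 also: potency is read from the fitted curve at half-maximal effect; 0% = uninhibited 1x PFK enzyme wells and -100% = no-enzyme wells; nearly all actives have a fitted effect of over 60% in size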
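Activity is normalized to no-enzyme wells (full inhibition) and 1.25 nM enzyme wells (no inhibition). Reaction: 0.5 mM F6P, 0.1 mM ATP, 45 min RT, ADP-Glo luminescence; concentration-response curves fitted and classed by quality.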
PTAP TSG101 blk: blocks PTAP/TSG101 interaction to inhibit HIV-1 budding. Fluorescence polarization, FITC-PTAP peptide / Tsg101 binding. 340,000 tested, under 10 active. Q99816. Potency, µM (titrated, usually from 115 µM), without a hit: top-dose activity change, negative = inhibition, most hits filed as inhibitors; active = well fitted inhibition curve with a large enough effect in the main read-out, with a control signal flat, not every such curve was filed as active; inconclusive = small, poorly fitted or top-dose-only effect, or effect the other way, or a change in a side signal; inactive = no such curve, though single readings can be large or run the other way; also: potency is read from the fitted curve at half-maximal effect; % of control where 0% means no effect
Target sequence (Q99816 whole entry, looked up): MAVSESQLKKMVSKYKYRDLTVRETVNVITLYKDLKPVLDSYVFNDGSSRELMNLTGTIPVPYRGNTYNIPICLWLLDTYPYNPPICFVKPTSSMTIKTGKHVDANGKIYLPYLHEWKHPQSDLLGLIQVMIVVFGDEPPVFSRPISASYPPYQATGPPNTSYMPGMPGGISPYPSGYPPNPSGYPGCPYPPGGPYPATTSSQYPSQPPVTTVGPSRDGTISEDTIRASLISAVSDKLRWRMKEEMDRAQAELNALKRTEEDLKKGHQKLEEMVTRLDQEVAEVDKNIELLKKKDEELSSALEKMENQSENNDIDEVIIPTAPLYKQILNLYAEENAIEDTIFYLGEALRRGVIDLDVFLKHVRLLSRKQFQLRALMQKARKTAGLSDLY
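Compounds were pin-transferred onto Tsg101 binding domain (10 uM final) in HEPES pH 7.5 buffer, then FITC-PTAP peptide was added at 50 nM final. After 20 min at RT, polarization reported peptide displacement across a qHTS concentration series.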
TCR act: T cell receptor activation. primary human leukocytes, anti-CD3, IL-2 HTRF, 48 h. Potency, µM (titrated, usually from 9.22 µM), inactives show at the highest dose activation of IL-2 secretion, most hits filed as activators. 330,000 tested, under 10 active; also: % of control where 0% means no effect
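Compounds are tested in HTS on primary human leukocytes co-incubated with a-CD3 beads for 48 hr. IL-2 output is measured by time-resolved FRET.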
TSHR antag: antagonists of human thyroid stimulating hormone receptor; P16473; TSHR-expressing cells, TSH-stimulated cAMP HTRF, 2 h; hits give low values; activity change, negative = inhibition, % at 11.5 µM; hit rate 0.2% among 330,000;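 active = activity change below a set negative limit, meaning inhibition stronger than a set level, cut at about -70% in these data; inconclusive = activity change between two set negative limits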; also: % is scaled to controls: 0 for no effect and ±100 for the full control effect
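Freshly harvested TSHR cells receive pin-tooled compound, then EC80 TSH at 4nM final. After 2 hours at 37 deg C, antibody in lysis buffer and cAMP-d2 are added; 30 minutes at ambient temperature precede the HTRF read.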
AT treatment: potential ataxia-telangiectasia treatment; hit rate 0.19% among 320,000; AID 485349; Potency, µM (series often up to 57.5 µM), inactives show at the top dose activation, usual class: activators; […] A-T fibroblasts, KAP-1 phosphorylation AlphaLISA; neocarzinostatin DNA damage 30 min before lysis; also: potency is read from the fitted curve at half-maximal effect; % of control where 0% means no effect; nearly all actives have a fitted effect of over 45% in size
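ATM-like activity read as KAP-1 phosphorylation via AlphaLISA donor/acceptor antibody pairs after lysis and 6 hr at 25C. Cells were ATM-null patient fibroblasts ([…], hTERT), dosed 60 min, then exposed to the DSB inducer NCS for 30 min.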
BCR signal inh: blocks chronic active B-cell receptor signaling; ABC-DLBCL IkBa-CBG/CBR reporter, luminescence ratio, 4 h; Potency, µM (highest dose often 46.1 µM), without a hit: at the top dose ratio change, negative = lower green/red ratio, actives largely listed as inhibitors; hit rate 0.05% among 340,000; active = well fitted inhibition curve with a large enough effect in the signal ratio, with a control signal flat, not every such curve was filed as active; inconclusive = small, poorly fitted or top-dose-only effect, or effect the other way, or a change in a side signal; the % refers to the signal ratio;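 also: potency is read from the fitted curve at half-maximal effect; plate controls were basal doxycycline-induced cells for no effect and cells given 10 µM MG132 for full effect; MG132 reads +100%, hits lower the ratio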
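Doxycycline induced both beetle luciferases in TMD8 lymphoma cells; IKK-driven degradation limits the IkappaBalpha-fused green signal, while red luminescence normalises for cell number and nonspecific effects. Compounds tested up to 46 uM, 4 hrs.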
ASM inhibitor: human S-ASM enzyme inhibition; hit rate 0.006% among 340,000; AID 504937; placental ASM, HMU-PC fluorogenic substrate, 60 min; P17405; Potency, µM (doses to about 57.5 µM), for inactives: at the highest dose activity change, negative = inhibition, most hits filed as inhibitors; also: potency is read from the fitted curve at half-maximal effect
Target sequence (P17405 47-631 limits assumed): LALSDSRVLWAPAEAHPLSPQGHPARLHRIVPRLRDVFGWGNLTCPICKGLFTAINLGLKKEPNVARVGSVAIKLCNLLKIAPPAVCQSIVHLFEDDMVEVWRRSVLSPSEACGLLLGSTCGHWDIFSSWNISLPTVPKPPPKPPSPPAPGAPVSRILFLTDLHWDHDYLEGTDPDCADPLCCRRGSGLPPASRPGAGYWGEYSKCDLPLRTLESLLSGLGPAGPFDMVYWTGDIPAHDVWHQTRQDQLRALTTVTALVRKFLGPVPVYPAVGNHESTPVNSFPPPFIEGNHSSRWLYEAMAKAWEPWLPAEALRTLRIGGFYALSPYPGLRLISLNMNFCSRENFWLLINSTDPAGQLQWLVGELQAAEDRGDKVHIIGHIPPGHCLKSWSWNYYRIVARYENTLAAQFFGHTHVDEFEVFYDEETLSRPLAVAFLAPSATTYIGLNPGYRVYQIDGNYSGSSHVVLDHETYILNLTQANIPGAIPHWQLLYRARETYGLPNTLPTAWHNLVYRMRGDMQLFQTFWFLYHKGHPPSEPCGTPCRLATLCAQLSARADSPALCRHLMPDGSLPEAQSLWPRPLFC
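qHTS format. ASM enzyme prepared from human placenta hydrolyses the fluorogenic substrate HMU-PC0 (9 uM final) over 60 min at 37 °C after a 10 min compound preincubation.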
Mito fusion yeast: mitochondrial division inhibition or fusion activation; S. cerevisiae fusion-defective mutant growth rescue, CellTiterGlo 48 h; Potency, µM (titrated, usually from 46.1 µM), for the others: at the top dose growth rescue (activation), actives largely listed as activators; hit rate 0.23% among 320,000;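 also: potency is read from the fitted curve at half-maximal effect; % of control where 0% means no effect; nearly all actives have a fitted effect of over 45% in size; temperature-sensitive fusion mutants such as fzo1-1 at 37 °C on non-fermentable ethanol glycerol medium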
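Growth-rescue viability read-out: after 48 h at the non-permissive 37C in glycerol/ethanol YPEG, yeast mitochondrial fusion mutants are measured by CellTiterGlo luminescence; compounds (23 nl pinned per well) restoring growth score as division inhibitors or fusion activators.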
Integrin act MD: activates integrin-mediated alleviation for muscular dystrophy | alpha7betagal myoblasts, beta-gal FDG fluorescence, 48 h | Potency, µM (top dose mostly 38.3 µM), for inactives: top-dose activation, usual class: activators | hit rate 0.064% among 350,000 | AID 624291;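 also: potency is read from the fitted curve at half-maximal effect; 100% = response of the positive control SU9516; nearly all actives have a fitted effect of over 60% in size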
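alpha7betagal+/- myoblasts (passage 13, 250/well) treated 48 h at 37C with compounds at 1:260 dilution of DMSO stock. Lysed, then beta-galactosidase activity read as FDG fluorescence (ex 480/em 540) after 30 min, with pre-read for autofluorescence.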
ELG1 repair inh: ELG1-dependent DNA repair inhibition; Potency, µM (series often up to 46.1 µM), inactives show at the highest dose activity change, negative = inhibition, actives largely listed as inhibitors; AID 504467; hit rate 2.3% among 330,000; HEK293T ELG1-luciferase reporter, luminescence, 16 h; DNA damage induced by 5-fluorouridine; also: potency is read from the fitted curve at half-maximal effect; % is scaled to controls: 0 for no effect and ±100 for the full control effect; nearly all actives have a fitted effect of over 55% in size
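Cells (2,000 per well) received 5-fluorouridine plus test compound or DMSO and were incubated 16 hr at 37 °C, 5% CO2. Luciferase activity was read by luminescence 30 min after ONE-Glo addition; signal suppression marked inhibition of damage-induced ELG1 function.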
An asterisk follows results filed as active; u = inconclusive; x = no result given; [ ] = dose if it differs, or a comment. Unless noted, calls follow the shape of the dose curve; as a rule, active = well fitted curve in the direction sought with a large enough effect; inconclusive = small, poorly fitted or top-dose-only effect, or another doubt; inactive = no such curve, though single readings can be large; an effect the other way counts as inactive or inconclusive.

SMILES	Eya2 phos inh	Tb PFK block	PTAP TSG101 blk	TCR act	TSHR antag	AT treatment	BCR signal inh	ASM inhibitor	Mito fusion yeast	Integrin act MD	ELG1 repair inh
CC1CCN(C(=O)c2cc(N3C(=O)C4C5CCC(C5)C4C3=O)ccc2Cl)CC1 (configuration not stated)	-2%	-1%	x	x	-5	4%	7%	x	3%	x	-3%
O=C(Cn1c(NCCO)nc2ccccc21)c1ccco1	-23%	0%	-1%	-8%	-3	3%	10%	1%	-8%	8%	3%
CCOc1ccc(NC(=O)COC(=O)Cn2nc(C)c([N+](=O)[O-])c2C)cc1OCC	-23%	5%	-5%	-1%	x	-8%	-1%	-3%	x	-17%	u
Cc1ccc(-c2cc(C(=O)N3CCN(C(=O)c4ccco4)CC3)[nH]n2)c(C)c1	-13%	-4%	-1%	6%	-11	-3%	0%	2%	-3%	-1%	10%
CCCCN(C)C(=O)c1nc2ccccn2c1CN1CCC[C@H]1CO	u	-2%	-5%	-4%	10	-1%	3%	0%	0%	28%	-4%
CCOC(=O)c1sc(=S)n(-c2cc(F)ccc2F)c1N	7%	-2%	-9%	7%	-13	11%	-6%	-2%	2%	12%	-10%
Cc1cc(C)c(NC(=O)CNC(=O)[C@@H]2CCCN2C(=O)c2cccs2)c(C)c1	13%	-2%	1%	-1%	10	2%	2%	2%	-3%	-24%	9%
CCCN(CC1CC1)C(=S)NC(=O)c1ccc(S(=O)(=O)N2CCOCC2)cc1	5%	-3%	-2%	-6%	9	-2%	-1%	-2%	-5%	-9%	u
Cc1ccccc1CN1CCc2c(OCC(=O)N3CCCCC3)cccc2C1=O	-1%	2%	0%	13%	-8	2%	-2%	-1%	2%	-30%	u
N#Cc1nc(-c2ccccc2Cl)oc1NCC1CCCO1 (configuration not stated)	-4%	3%	-7%	-4%	9	1%	19%	3%	5%	21%	2%

Looked up above.
Entry for CCCN(CC1CC1)C(=S)NC(=O)c1ccc(S(=O)(=O)N2CCOCC2)cc1 in TCR act: -6%
Entry for CCOC(=O)c1sc(=S)n(-c2cc(F)ccc2F)c1N in Eya2 phos inh: 7%
Entry for O=C(Cn1c(NCCO)nc2ccccc21)c1ccco1 in Tb PFK block: 0%

(cont.)
SMILES	Eya2 phos inh	Tb PFK block	PTAP TSG101 blk	TCR act	TSHR antag	AT treatment	BCR signal inh	ASM inhibitor	Mito fusion yeast	Integrin act MD	ELG1 repair inh
Cc1cc(C(=O)Cn2cnc3ccccc3c2=O)c(C)n1C1CC1	-22%	-12%	0%	3%	2	-5%	-4%	3%	-1%	6%	u
COCCn1c(=S)[nH]c2ccccc21	-27%	-2%	-5%	-1%	-5	-2%	-18%	2%	7%	-1%	5%
CC(C)OC(=O)c1nn2c(C(F)(F)F)cc(-c3ccco3)nc2c1Cl	-1%	-2%	2%	-2%[46.1 µM]	14	-4%	8%	8%	1%	4%	12%
CC(=O)c1cccc(NC(=O)c2cccc(S(=O)(=O)N3CCOCC3)c2)c1	20%	-5%	-1%	0%	10	22%	-13%	-2%	8%	5%	u
S=c1[nH]nc(-c2ccccc2)n1/N=C/c1cccc(Cl)c1	-10%	-6%	-6%	2%	-7	-1%	-9%	-11%	-8%	u	-2%
COc1cc(S(=O)(=O)N2CCOCC2)ccc1NC(=O)COC(=O)c1ccccn1	-3%	0%	2%	6%	-9	-1%	3%	0%	-9%	4%	0%
Cc1ccc(NC(=S)Nc2ccc3[nH]c(=O)[nH]c3c2)cc1	4%	-8%	-1%	-2%	7	5%	2%	0%	-1%	u	9%
CN(C)CCN1C(=O)c2oc3ccccc3c(=O)c2C1c1cccc(Br)c1 (configuration not stated)	-2%	-6%	-6%	9%	-1	8%	-2%	-2%	0%	-4%[7.66 µM]	u
CC(C)c1cc(=O)n2[nH]c(SCc3ccccc3)nc2n1	0%	1%	1%	-1%	u	-1%	u	-2%	-1%	-29%	2%
CC1CCCN(S(=O)(=O)c2ccc(S(=O)(=O)N3CCCC3)cc2)C1 (configuration not stated)	9%	1%	0%	-1%	0	5%	1%	-5%	1%	-5%	3%
Cc1nc(N/N=C\c2ccc3c(c2)OCO3)sc1C	-6%	1%	2%	-2%	-4	3%	u	3%	-22%	-10%	u
CCOc1cc(N2CCOCC2)c(OCC)cc1NC(=O)CSc1ncn[nH]1	2%	-1%	0%	-2%	20	-3%	-1%	3%	0%	-12%	1%
CC1(C)C2CCC(C2)C1(C)NC(=O)CN1CCCC1 (configuration not stated)	3%	-2%	1%	1%	-2	-7%	9%	-2%	1%	14%	-2%
COc1ccc(C2C3=C(CCCC3=O)Nc3nc(-c4cc(OC)c(OC)c(OC)c4)nn32)cc1OC (configuration not stated)	-12%	2%	-4%	-1%	2	-1%	u	267%[activator]	-1%	32%	-17%
CCOC(=O)N1CCN(S(=O)(=O)c2c(C)nn(C)c2C)CC1	5%	1%	-1%	-1%	6	x	-1%	2%	2%	-3%	-3%
COc1cc(C(=O)NCCC(=O)NCCCN2CCCCC2)cc(OC)c1OC	-9%	-1%	x	x	8	u	5%	2%	-2%	-13%	u
COCCCNC(=O)CNC(=O)c1nn(-c2ccc(OC)cc2)c(=O)c2ccccc12	-12%	3%	-6%	3%	-1	-1%	0%	1%	-10%	-20%	3%
CCCCN1CC(=O)N2[C@H](c3ccc(Cl)cc3)[C@@H]3C(=O)N(CC)C(=O)[C@@H]3[C@]2(C)C1=O	-1%	-1%	-1%	-3%	-7	1%	-11%	4%	-2%	-1%	u
O=C(Nc1cc(Sc2nc3ccccc3s2)cc([N+](=O)[O-])c1)c1ccccc1	-9%	-2%	2%	2%[46.1 µM]	-24	2%	14%	-22%	u	-27%	u
c1ccc(C[C@H]2CNCCN2CCc2cccc3ccccc23)cc1	9%	-7%	1%	-16%	6	2%	-12%	-2%	-3%	-34%	28%
CC1(C)COC2(OC1)C(=O)Nc1ccccc12	-8%	3%	-1%	1%	0	8%	-18%	2%	8%	-15%	-11%
O=c1cc(N2CCCC2)c2ccccc2o1	5%	-5%	-4%	-2%	-3	-7%	-18%	-1%	0%	0%	2%
O=C(CN1CCN(C(=O)c2c(F)cccc2F)CC1)Nc1ccccc1C(F)(F)F	2%	-9%	-3%	8%	1	-2%	-7%	1%	-32%	-22%	u
Brc1ccccc1-c1cnco1	5%	1%	-3%	2%	-4	6%	4%	1%	-11%	-18%	6%
Cc1cccc(C(=O)N/N=C/c2ccc(OCC(=O)N3CCCCC3)cc2)c1	-12%	2%	-8%	4%	-4	-2%	-24%	-1%	1%	-5%	-18%
CCOc1ccc(NC(=O)Nc2cc(C(C)C)c(O)cc2C)cc1	10%	-5%	-11%	-3%	-4	0%	-13%	-1%	0%	40%	u

For convenience, 5 of the compounds above.
SMILES	Eya2 phos inh	Tb PFK block	PTAP TSG101 blk	TCR act	TSHR antag	AT treatment	BCR signal inh	ASM inhibitor	Mito fusion yeast	Integrin act MD	ELG1 repair inh
O=c1cc(N2CCCC2)c2ccccc2o1	5%	-5%	-4%	-2%	-3	-7%	-18%	-1%	0%	0%	2%
O=C(CN1CCN(C(=O)c2c(F)cccc2F)CC1)Nc1ccccc1C(F)(F)F	2%	-9%	-3%	8%	1	-2%	-7%	1%	-32%	-22%	u
Brc1ccccc1-c1cnco1	5%	1%	-3%	2%	-4	6%	4%	1%	-11%	-18%	6%
Cc1cccc(C(=O)N/N=C/c2ccc(OCC(=O)N3CCCCC3)cc2)c1	-12%	2%	-8%	4%	-4	-2%	-24%	-1%	1%	-5%	-18%
CCOc1ccc(NC(=O)Nc2cc(C(C)C)c(O)cc2C)cc1	10%	-5%	-11%	-3%	-4	0%	-13%	-1%	0%	40%	u
